BCLXL inh: blocks human Bcl-xL binding to Bim BH3 peptide; actives 0.7% (n = 320,000); Q07817; inhibition, % at 10.9 µM; GST-Bcl-xL / FITC-Bim BH3 peptide fluorescence polarization;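 active means inhibition above the mean of all tested compounds plus 3 SD, cutoff set per campaign, cut at about 30% in these data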;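 further: 0% = DMSO wells and 100% = unlabeled Bim-BH3 peptide competitor; inhibitors lower millipolarization by displacing the labeled peptide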
Target sequence (Q07817 whole entry, looked up): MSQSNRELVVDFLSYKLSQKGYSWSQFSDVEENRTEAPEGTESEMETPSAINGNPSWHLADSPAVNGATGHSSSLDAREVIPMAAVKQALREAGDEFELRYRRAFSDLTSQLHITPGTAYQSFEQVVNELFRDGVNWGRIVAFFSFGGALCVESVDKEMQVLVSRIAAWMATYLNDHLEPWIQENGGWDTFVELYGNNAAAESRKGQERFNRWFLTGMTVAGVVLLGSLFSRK
Fam108B inh: blocks mouse Fam108B hydrolase in RBBP9 counter-screen; AID 1947; recombinant Fam108B, FP-Rh probe fluorescence polarization; inhibition, % at 9.51 µM; actives 0.33% (n = 300,000);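 active means inhibition above the screen mean inhibition plus 3 SD, computed separately per campaign, cut at about 18% in these data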;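 further: inhibitors lower polarization as less probe binds the enzyme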
Efflux pump inh: inhibitors of Candida antifungal efflux pumps expressed in yeast. S. cerevisiae Candida pump triplex, Nile Red efflux. inhibition, % at 10 µM. actives 0.44% (n = 330,000);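 active means plate passing quality check with inhibition over a set limit, or well fluorescence over plate mean plus 4 SD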;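 further: Nile Red retained in pooled yeast measured as flow cytometry median fluorescence; 0% = buffer negative control and 100% = Enniatin B positive control; higher means more Nile Red kept so more efflux inhibition; some compounds called inactive have numbers as strong as hits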
CR mimetic SO: caloric restriction mimetics inhibiting age-related superoxide in yeast; actives 0.18% (n = 330,000); superoxide response (% of plate mean), % at 10 µM; S. cerevisiae aged cells, superoxide DHE fluorescence; hits give low values; AID 2690;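 active means superoxide response under a set limit, about three screen SD below normal, cut at about 65% in these data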;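 further: yeast aged for seven days with compound at 30 °C before DHE staining; 100% = average MFI of all compound-treated wells on the plate with controls excluded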
ZTA counter: ZTA (EBV) inhibition in EBNA-1 counter-screen | AID 2234 | actives 0.15% (n = 320,000) | P03206 | ZTA-DNA binding, fluorescence polarization | inhibition, % at 11 µM; in the data active means inhibition above about 33%
EBNA-1 inhibitor: blocks EBNA-1 binding to DNA; EBNA-1 DNA binding, fluorescence polarization; inhibition, % at 14.8 µM; actives 0.34% (n = 300,000); in the data active means inhibition above about 28%
MCL1-BIM inh: disrupts human MCL1 binding to BIM-BH3 peptide | Q07820 | GST-MCL1 / FITC-Bim-BH3 fluorescence polarization | inhibition, % at 10.9 µM | actives 0.68% (n = 320,000) | AID 2057;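 active means inhibition above the mean inhibition of all tested compounds plus 3 SD, set per campaign, cut at about 40% in these data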;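 further: 0% = DMSO wells and 100% = unlabeled Bim-BH3 peptide control; higher means more loss of mP so more displacement of Bim peptide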
Target sequence (Q07820 whole entry, looked up): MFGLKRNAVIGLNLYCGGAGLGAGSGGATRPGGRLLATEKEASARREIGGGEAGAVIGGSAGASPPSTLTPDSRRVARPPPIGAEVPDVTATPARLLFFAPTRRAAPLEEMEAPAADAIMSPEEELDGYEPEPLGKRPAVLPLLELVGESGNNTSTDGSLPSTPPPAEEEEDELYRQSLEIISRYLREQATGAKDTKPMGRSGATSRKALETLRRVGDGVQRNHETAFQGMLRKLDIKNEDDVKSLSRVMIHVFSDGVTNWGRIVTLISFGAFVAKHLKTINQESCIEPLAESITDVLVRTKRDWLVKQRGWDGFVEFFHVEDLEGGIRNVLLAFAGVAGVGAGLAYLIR
MEX-5 binding: C. elegans MEX-5 TCR-2 RNA binding activity | Q9XUB2 | MEX-5/FITC-TCR2 RNA binding, fluorescence polarization; hits give low values | activity score (negative = inhibition of binding), % at 10 µM | actives 0.38% (n = 300,000) | AID 1832;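 active means inhibition past about -25% in most replicates, and total fluorescence under double the plate's negative control median, limit read from the data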;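 further: 0% = DMSO and -100% = 5 µM competing unlabeled TCR2 RNA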
GLD-1 RNA inh: GLD-1-TGE RNA interaction inhibition (C. elegans); actives 0.44% (n = 320,000); purified GLD-1 + fluorescein TGE RNA, fluorescence polarization; Q17339; inhibition, % at 5.96 µM; AID 2280;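 active means percent inhibition above a per-plate cutoff, the plate mean of test compounds plus 3 SD, cut at about 30% in these data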;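 further: 0% = DMSO wells with GLD-1 and probe and 100% = wells lacking GLD-1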
Target sequence (Q17339 whole entry, looked up): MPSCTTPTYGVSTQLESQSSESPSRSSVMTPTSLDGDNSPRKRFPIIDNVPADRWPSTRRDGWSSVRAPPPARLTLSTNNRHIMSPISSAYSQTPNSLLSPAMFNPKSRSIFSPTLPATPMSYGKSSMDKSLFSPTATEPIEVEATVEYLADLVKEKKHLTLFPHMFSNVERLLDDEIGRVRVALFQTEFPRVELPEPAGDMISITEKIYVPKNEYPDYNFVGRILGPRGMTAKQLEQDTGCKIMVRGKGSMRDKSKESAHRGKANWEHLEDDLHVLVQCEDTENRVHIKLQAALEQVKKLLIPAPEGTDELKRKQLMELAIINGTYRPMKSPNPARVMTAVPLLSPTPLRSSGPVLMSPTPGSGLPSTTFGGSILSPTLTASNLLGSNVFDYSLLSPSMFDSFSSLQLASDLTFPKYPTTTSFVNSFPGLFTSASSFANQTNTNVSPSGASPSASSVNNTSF
* = called active by the depositor; · = no result given.

Fields: Efflux pump inh, BCLXL inh, Fam108B inh, CR mimetic SO, MCL1-BIM inh, ZTA counter, GLD-1 RNA inh, EBNA-1 inhibitor, MEX-5 binding
1. COCCCNC1CS(=O)(=O)CC1O (configuration not stated)
→ 0.3, 2, -10, 111, -1, -14, 1, 1, -2.6
2. CCOc1nc(NCCc2ccc(OC)c(OC)c2)nc(N2CCN(c3ccc(OC)cc3)CC2)n1
→ 0.0, 0, 0, 89, -3, 14, 1, 17, 3.0
3. Cc1ccc(-c2c3c(=O)n(C)c(=O)n(C)c3cn2Cc2ccccn2)cc1
→ 0.0, 7, 2, 95, 9, -6, 3, 6, -5.5
4. Cc1ccc(C(=O)NCC(=O)OCC(=O)Nc2ccc(Cl)cn2)cc1
→ -0.1, -2, ·, 89, 2, -8, 3, ·, ·
5. Cc1ccc(OCC(=O)Nc2ccc(N3CCN(C(=O)c4ccco4)CC3)cc2)c(C)c1
→ 0.6, 0, 10, 100, 7, -8, 3, -10, 1.0
6. CC1CCc2c(sc(NC(=O)CN3CCN(C(=O)c4ccco4)CC3)c2C#N)C1 (configuration not stated)
→ -0.1, 0, -3, 94, -5, -7, 1, 6, 0.5
7. Cc1ccc(C)c(S(=O)(=O)NC(C)C(=O)Nc2ccc(-c3nc4ccccc4s3)cc2)c1 (configuration not stated)
→ -0.1, 3, -10, 103, 2, 8, -1, 23, -1.2
8. CS(=O)(=O)N1CCN(c2ccccc2NC(=O)c2ccc3ccccc3c2)CC1
→ 0.1, 11, -2, 93, 2, -1, 2, 4, -0.4
9. Cc1nc(NC(=O)c2ccncc2)sc1C(=O)N(C)C
→ 0.0, 3, 0, 98, 6, 2, -6, 8, 0.8
10. O=C(NCc1ccccn1)C1CCN(Cc2cnn(-c3ccccc3)c2-n2cccc2)CC1
→ 0.0, 3, 4, 93, 6, 22, 0, 6, -1.9
11. COc1cccc(NC(=O)CN(C)C(=O)c2ccc(-n3cncn3)c([N+](=O)[O-])c2)c1
→ -0.1, 2, ·, 305, 7, 12, 1, ·, ·
12. CC1C[N+](=C2C=C(N3CCOCC3)CC(C)(C)C2)CC(C)O1 (configuration not stated)
→ 0.1, -8, 3, 100, -10, -1, 0, 5, -1.3
13. Cc1ccc(NC(=O)C2CCN(C(=O)c3ccccc3C)CC2)cc1
→ 0.6, -1, 0, 102, -7, 14, -14, -6, -0.2
14. C=CCOn1c(=O)c(-c2ccccc2)[n+]([O-])c2ccccc21
→ -0.1, -2, 1, 96, -4, -12, 8, 6, -0.5
15. COc1ccc(CNS(=O)(=O)c2ccc(-n3cnnn3)c(C)c2)cc1
→ -0.1, 4, 5, 100, -2, 11, -1, 0, -1.3
16. Cc1ccc(NC(=S)NC(=O)C2CCCC2)cc1C
→ -0.4, 5, 1, 94, 20, 4, -1, 7, 1.6
17. CC(C)(C)N=C1NN=C(c2cc3ccccc3o2)CS1
→ -0.2, 14, 8, 80, 15, 9, 9, 13, -2.1
18. CCc1n[nH]c(=O)n1Cn1c(CC)n[nH]c1=O
→ 0.0, 2, 5, 93, 1, 7, 6, -5, -2.3
19. Nc1cccc2c1C(=O)N(C(=O)c1ccc(S(=O)(=O)N3CCCCCC3)cc1)C2=O
→ -0.2, 29, -2, 94, 26, 19, 11, 3, -0.2
20. Cc1cc(C)c(NC(=O)c2c[nH]c(=S)n2-c2ccc(F)cc2)c(C)c1
→ 0.0, -20, 1, 79, -15, -2, 3, 5, 2.6

Arranged by the number under BCLXL inh (lowest first): some entries from above
entry	Molecule	Efflux pump inh	BCLXL inh	MCL1-BIM inh	GLD-1 RNA inh	EBNA-1 inhibitor	MEX-5 binding
2	CCOc1nc(NCCc2ccc(OC)c(OC)c2)nc(N2CCN(c3ccc(OC)cc3)CC2)n1	0.0	0	-3	1	17	3.0
1	COCCCNC1CS(=O)(=O)CC1O (configuration not stated)	0.3	2	-1	1	1	-2.6
16	Cc1ccc(NC(=S)NC(=O)C2CCCC2)cc1C	-0.4	5	20	-1	7	1.6
3	Cc1ccc(-c2c3c(=O)n(C)c(=O)n(C)c3cn2Cc2ccccn2)cc1	0.0	7	9	3	6	-5.5

Additional records follow:
Fields: Efflux pump inh, BCLXL inh, Fam108B inh, CR mimetic SO, MCL1-BIM inh, ZTA counter, GLD-1 RNA inh, EBNA-1 inhibitor, MEX-5 binding
21. CCn1cc(C(=O)N2CCN(c3ccccc3F)CC2)c(=O)c2ccc(C)nc21
→ 0.0, -3, -1, 106, -2, 8, 8, -6, 0.7
22. Cc1ccc(-n2c(Cc3ccccc3)n[nH]c2=S)cc1
→ 0.0, -8, -1, 94, -9, 11, -2, 4, 0.9
23. Cc1ccc(C2OC(=O)C=C2c2ccccc2)cc1 (configuration not stated)
→ 0.1, 6, 3, 88, 0, -10, 6, 3, -0.4
24. CCOc1ccc(CCNC(=O)c2cccc(S(=O)(=O)N3CC(C)OC(C)C3)c2)cc1OCC (configuration not stated)
→ 0.1, -16, -3, 94, -19, 7, 3, 9, -2.7
25. Cc1ccc(-c2nn3c(C)nnc3s2)cc1NC(=O)c1ccco1
→ 0.2, 3, 3, 92, 7, 7, -3, -8, -0.3
26. O=C(CSc1ncccn1)NNC(=O)c1ccccc1
→ 3.5, 3, 2, 95, -1, 6, -2, -6, -1.0
27. O=C(Oc1ccc(C(=S)N2CCOCC2)cc1)c1ccccc1F
→ -0.2, 4, 4, 96, 9, -18, 3, 3, 0.0
28. O=C(Nc1ccc(Cl)cc1F)c1ccc(-n2cncn2)cc1
→ 0.0, 1, ·, 102, 4, -1, 0, ·, ·
29. CCOC(=O)c1ccc(Nc2c(OCC)c(=O)c2=O)cc1
→ -0.1, 2, -1, 89, -2, -7, -2, -9, 0.8
30. COc1nc(OCC#N)nc(N2CCCCC2)n1
→ 0.0, 6, 2, 91, 5, 3, 4, 2, 2.6
31. Cc1oc2c(O)c(O)ccc2c(=O)c1-c1ccccc1
→ -0.2, 10, 1, 83, 36, 6, 5, 4, -2.7
32. Cc1cc(C)nc(NC(=O)c2ccc(Cl)c([N+](=O)[O-])c2)n1
→ -0.1, 15, -4, 115, 8, -20, 10, -17, -3.4
33. COc1ccc2c(c1OC)c(=O)n1c3ccc(OC(C)C(=O)NCCCN4CCOCC4)cc3c3ccnc2c31 (configuration not stated)
→ 0.0, 12, 1, 108, 8, -3, 8, 3, -5.0
34. O=C(Nc1cccc(S(=O)(=O)c2cccc(NC(=O)C3CC3)c2)c1)C1CC1
→ -0.2, -2, -2, 106, 2, 1, -7, -7, 0.3
35. Cc1ccc(-n2c(=O)cc(N3CCN(Cc4ccccc4)CC3)[nH]c2=O)cc1
→ 0.1, 9, 0, 104, -1, -1, 13, -1, -0.6
36. CCOC(=O)c1c(C)[nH]c(C(=O)COC(=O)C2=NNC(=O)CC2)c1C
→ 0.2, 6, -4, 100, 2, 3, 8, 4, 1.0
37. O=C(N1CCCC1)C(F)(F)Oc1ccc(F)cc1
→ -0.1, 4, 2, 103, 5, -6, 6, -11, 2.4
38. CCOc1ccc(C(Nc2ccc(C)cc2)P2(=O)OCCCO2)cc1 (configuration not stated)
→ -0.1, 2, 0, 104, 7, -7, -5, -8, 1.7
39. O=C(NC1C(=O)NNC1c1ccccc1)c1ccc(F)cc1 (configuration not stated)
→ 0.1, 2, -3, 98, -4, -2, -7, -1, -0.1
40. CCOC(=O)c1cnc2c(OC)cccc2c1Oc1ccccc1
→ -0.3, 2, 0, 86, -4, 8, -1, 5, 1.7

Reformatted: four of the compounds above
35) Cc1ccc(-n2c(=O)cc(N3CCN(Cc4ccccc4)CC3)[nH]c2=O)cc1
  Efflux pump inh: 0.1	BCLXL inh: 9	Fam108B inh: 0	CR mimetic SO: 104	MCL1-BIM inh: -1	ZTA counter: -1	GLD-1 RNA inh: 13	EBNA-1 inhibitor: -1	MEX-5 binding: -0.6
36) CCOC(=O)c1c(C)[nH]c(C(=O)COC(=O)C2=NNC(=O)CC2)c1C
  Efflux pump inh: 0.2	BCLXL inh: 6	Fam108B inh: -4	CR mimetic SO: 100	MCL1-BIM inh: 2	ZTA counter: 3	GLD-1 RNA inh: 8	EBNA-1 inhibitor: 4	MEX-5 binding: 1.0
37) O=C(N1CCCC1)C(F)(F)Oc1ccc(F)cc1
  Efflux pump inh: -0.1	BCLXL inh: 4	Fam108B inh: 2	CR mimetic SO: 103	MCL1-BIM inh: 5	ZTA counter: -6	GLD-1 RNA inh: 6	EBNA-1 inhibitor: -11	MEX-5 binding: 2.4
38) CCOc1ccc(C(Nc2ccc(C)cc2)P2(=O)OCCCO2)cc1 (configuration not stated)
  Efflux pump inh: -0.1	BCLXL inh: 2	Fam108B inh: 0	CR mimetic SO: 104	MCL1-BIM inh: 7	ZTA counter: -7	GLD-1 RNA inh: -5	EBNA-1 inhibitor: -8	MEX-5 binding: 1.7

Next part
Fields: Efflux pump inh, BCLXL inh, Fam108B inh, CR mimetic SO, MCL1-BIM inh, ZTA counter, GLD-1 RNA inh, EBNA-1 inhibitor, MEX-5 binding
41. Cc1nnc(SCC(=O)Nc2sc3c(c2C#N)CCCC3)[nH]c1=O
→ 0.1, -1, -1, 99, -3, -10, -10, -14, -1.6
42. CN(C)Cc1ccccc1Sc1ccc(O)cc1O
→ 0.0, 9, -1, 104, 10, 12, 6, 12, 2.2
43. O=C(NNc1nc(=O)c2cccnc2s1)c1ccccc1O
→ -0.1, 5, 2, 50*, 13, -3, 6, -4, -0.5
44. CC(C)c1ccc(NC(=S)N2CCN(S(=O)(=O)c3ccccc3)CC2)cc1
→ 0.0, 1, 1, 100, 5, -11, 9, -5, -1.2
45. S=C1NC2=C(CCC/C2=C\c2ccccc2)C(c2ccccc2)N1 (configuration not stated)
→ 0.1, 11, -6, 106, 14, 0, -1, -11, 0.6
46. Cc1ccc(C)c(C(C)NC(=O)CC#N)c1 (configuration not stated)
→ 0.0, 2, 3, 96, 42*, 0, 2, 10, 0.6
47. CCCCN(C)CCNC(=O)CN1C(=O)CSc2ccc(S(=O)(=O)N3CCCC3)cc21
→ 0.1, 4, -1, 91, 4, -1, 1, -9, 1.0
48. Cn1c(CSc2ncccn2)nnc1SCC(=O)N1CCCCCC1
→ 0.0, 0, 7, 98, 5, -6, -4, 3, -1.0
49. O=C(COC(=O)c1ccc(Cl)nc1)c1ccc2c(c1)OCCO2
→ 0.2, -2, -1, 103, 2, -6, 1, -10, 4.4
50. CC(=O)N1CCc2cc(N=NC3=C(O)CCCC3=O)ccc21
→ -0.1, -10, 2, 91, -11, 29, -18, 1, 7.4
51. O=C(Cn1ccc([N+](=O)[O-])n1)NCc1ccccc1
→ 0.0, -3, 0, 91, 5, 12, 9, -3, -0.1
52. COc1cc(C2CC(=O)Oc3c(C(CCN4CCN(c5ccccc5)CC4)c4ccc(N(C)C)cc4)c(OC)cc(OC)c32)cc(OC)c1OC (configuration not stated)
→ 0.0, 3, -5, 97, 8, 17, 5, 4, -1.7
53. Cc1cc(=O)n(CC(C)O)c(O)c1C#N (configuration not stated)
→ -0.1, 10, 5, 104, 11, 11, 21, 7, -5.9
54. CC(NC(=S)Nc1ccc(OC(F)F)cc1)c1ccc(F)cc1 (configuration not stated)
→ -0.2, 4, -3, 86, 8, 20, 6, 6, 1.0

Compound activity deposited in PubChem by several laboratories.
